# PKA-R2B activ – activates the human PKA-R2B holoenzyme complex; AID 504700; activation, % at 11.4 µM; PKA-R2B holoenzyme dissociation, Cy5-IP20 fluorescence polarization; R2B truncated from residue 108, S112A mutant; 0% DMSO only, 100% 113 µM cGMP; P22694+P31323; 340,000 compounds, 0.079% hits;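 active = activation above a cutoff set at the mean over all compounds plus 3 SD, cut at about 18% in these data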;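 note: higher means more holoenzyme dissociation and a rise in polarization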
# Target sequence (P31323 whole entry, looked up, other chains not shown, the tested form may be a part): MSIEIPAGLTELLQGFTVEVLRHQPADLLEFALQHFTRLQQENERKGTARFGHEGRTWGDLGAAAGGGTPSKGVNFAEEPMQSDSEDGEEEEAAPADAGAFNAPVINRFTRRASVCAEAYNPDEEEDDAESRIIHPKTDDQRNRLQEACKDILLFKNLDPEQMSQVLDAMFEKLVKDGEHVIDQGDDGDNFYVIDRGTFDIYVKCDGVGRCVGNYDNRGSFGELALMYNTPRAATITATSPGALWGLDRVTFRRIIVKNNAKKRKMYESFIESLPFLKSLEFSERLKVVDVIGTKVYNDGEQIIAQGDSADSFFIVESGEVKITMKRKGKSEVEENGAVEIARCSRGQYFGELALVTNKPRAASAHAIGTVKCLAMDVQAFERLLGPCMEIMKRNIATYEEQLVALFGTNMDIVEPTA
# Keap1-Nrf2 PPI – disrupts human Keap1 binding to Nrf2 peptide. 340,000 compounds, 0.15% hits. inhibition, % at 9.4 µM. Q14145. Keap1 Kelch-Nrf2 peptide fluorescence polarization, 1536-well. AID 504523; in the data active = inhibition above about 12%;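 note: human Keap1 Kelch domain with fluorescein labeled Nrf2 9mer peptide probe; 0% = neutral control wells and 100% = peptide positive control; higher means more block of Keap1 binding to Nrf2 peptide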
# Arr AP2 block – human beta-arrestin and AP2 interaction inhibition | FITC-arrestin peptide / GST-AP2 beads, flow cytometry; AP2 beta2 appendage carries R879A mutation | inhibition, % at 10 µM | 340,000 compounds, 0.31% hits | AID 504490;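 active = inhibition above a set limit, near 3 SD of compounds lacking own fluorescence, cut at about 54% in these data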;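 note: plate controls were DMSO wells for no effect and 5 µM unlabelled arrestin peptide for full effect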
#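 Assay system: GST-AP2 R879A bound to glutathione beads, E. coli-expressed; Medium: PBS with 0.05% Tween 20 and 0.1% BSA; Also added: fluorescein-tagged arrestin peptide at 50 nM final; Timing: 12 min plus 1 h, RT; Measured by: flow cytometry, FL1 (488/535 nm); Evaluation: percent drop in bead-associated FITC signal.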
# SR-BI DiI inh – inhibitors of mouse SR-BI mediated HDL lipid uptake; AID 488896; Q61009; ldlA[mSR-BI] CHO cells, DiI-HDL uptake fluorescence, 3 h; inhibition, % at 12.5 µM; 320,000 compounds, 0.96% hits;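 active = mean replicate inhibition of at least 70% and a set share of replicates each scoring 70 or more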;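 note: 0% = median of neutral control wells and 100% = median of positive control wells; values of inactives mirror those of a sister screen read the other way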
# Target sequence (Q61009 whole entry, looked up): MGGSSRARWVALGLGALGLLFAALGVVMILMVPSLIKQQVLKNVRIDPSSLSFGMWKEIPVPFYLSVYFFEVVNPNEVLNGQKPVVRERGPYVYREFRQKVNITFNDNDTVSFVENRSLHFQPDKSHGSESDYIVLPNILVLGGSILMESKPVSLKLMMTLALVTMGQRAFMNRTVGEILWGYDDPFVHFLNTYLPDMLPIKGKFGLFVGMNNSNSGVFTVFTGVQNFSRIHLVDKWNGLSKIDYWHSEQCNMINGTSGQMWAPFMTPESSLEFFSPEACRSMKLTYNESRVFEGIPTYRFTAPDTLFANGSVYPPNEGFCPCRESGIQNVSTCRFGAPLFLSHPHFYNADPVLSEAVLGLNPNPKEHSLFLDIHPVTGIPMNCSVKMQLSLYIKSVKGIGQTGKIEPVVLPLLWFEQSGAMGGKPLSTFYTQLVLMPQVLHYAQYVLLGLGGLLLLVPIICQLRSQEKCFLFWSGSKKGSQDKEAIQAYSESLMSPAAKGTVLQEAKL
# PvdQ inh – P. aeruginosa PvdQ acylase inhibition | purified PvdQ acylase, fluorescence plate reader | inhibition, % at 10 µM | 340,000 compounds, 0.063% hits | AID 488965; in the data active = inhibition above about 30%, passing the limit was not always enough;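 note: 0% = vehicle neutral wells and 100% = reference inhibitor wells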
# NSD2 HMT inh – inhibitors of human histone methyltransferase NSD2. O96028. AID 743445. NSD2 peptide methylation, AlphaScreen, 120 min. 310,000 compounds, 0.54% hits. inhibition, % at 12.5 µM; in the data active = inhibition above about 50%
# Cardiac RTF inh – cardiac RTF calcium desensitization; P19429+P45379; IANBD-labeled cardiac RTF, Ca2+ fluorescence; inhibition, % at 7.15 µM; 340,000 compounds, 0.12% hits;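 active = inhibition above the mean inhibition of all tested compounds plus 3 SD, cut at about 17% in these data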;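 note: assay run at fixed EC70 calcium of 1.6 mM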
# DAGLB inh – blocks human DAGLB lipase activity; Q8NCG7; 340,000 compounds, 0.059% hits; AID 504411; HEK293T DAGLB membrane lysate, EnzChek fluorogenic substrate; inhibition, % at 5.17 µM; in the data active = inhibition above about 34%;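 note: 0% = enzyme with vehicle and 100% = wells lacking enzyme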
# LANA DNA inh – inhibitors of KSHV LANA C-terminal domain DNA binding. MBP-C-LANA/FAM-LBS DNA binding, fluorescence polarization. inhibition, % at 9 µM. 340,000 compounds, 0.078% hits;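 active = highest replicate inhibition at or above 60% at 9 µM, even if other replicates fall short; inactive = all replicates below 60% inhibition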;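 note: 0% = neutral control wells and 100% = 4 µM acridine orange control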
# SR-BI DiI-HDL act – SR-BI HDL lipid transfer activation; CHO ldlA[mSR-BI] cells, DiI-HDL uptake fluorescence, 3 h; 100 = double the neutral-control signal; activation, % at 12.5 µM; 320,000 compounds, 0.096% hits; AID 504775;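 active = mean replicate activation of at least 60% and every replicate at or above 60%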;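 note: 0% = median plate neutral-control signal and 100% = twice that signal; values of inactives mirror those of a sister screen read the other way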
#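 Test system: SR-BI-overexpressing, LDLR-lacking CHO cells; Also added: labelled HDL, 10 µg/mL; Measured by: bottom-read cell fluorescence after medium removal, ex 550/em 595 nm; Timing: 3 h uptake period with compound, 37 °C; Buffer or medium: F12, 0.5% BSA, 25 mM HEPES; Doses: single compound concentration, delivered by pin transfer.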
# An asterisk follows results filed as active; x = no result given.
cpd	molecule	PKA-R2B activ	Keap1-Nrf2 PPI	Arr AP2 block	SR-BI DiI inh	PvdQ inh	NSD2 HMT inh	Cardiac RTF inh	DAGLB inh	LANA DNA inh	SR-BI DiI-HDL act
1	COc1ccc(OC)c(-n2c(-c3ccc(S(C)(=O)=O)cc3)cc(C=O)c2C)c1	-12	-6	20	-9	3	5	0	2	1.2	9
2	CN(C)CCCN(C(=O)COc1ccccc1)c1nc2c(Cl)cccc2s1	1	-5	-2	x	-7	8	-11	-4	-0.8	x
3	O=C(COc1ncnc2sccc12)N1CCN(c2ccccc2)CC1	7	2	29	x	7	2	-4	-2	-0.4	x
4	CCOC(=O)N1CCC(NS(=O)(=O)c2ccc(C)c(Cl)c2)CC1	x	-5	21	-12	8	-1	x	x	0.9	12
5	CO/N=C/c1ccc(Oc2ccc([N+](=O)[O-])cc2[N+](=O)[O-])c(OC)c1	3	-3	-3	4	-7	7	1	-9	0.3	-4
6	CCC(C)NC(=O)c1nc2c(nnn2Cc2ccccc2Cl)c(=O)[nH]1 (configuration not stated)	-16	-4	5	-18	-8	2	-7	5	0.8	18
7	c1ccc(CCNc2ncnc3nc[nH]c23)cc1	-6	5	3	x	-13	-1	-2	-2	-0.5	x
8	CC1(C)COC(Cn2c3ccccc3c3ccccc32)O1 (configuration not stated)	2	4	9	17	-8	-4	-17	-4	-1.3	-17
9	CCOC(=O)c1nn(-c2ccc(C)cc2)c(=O)cc1OCC(=O)Nc1cccc(C)c1	-4	-4	-3	43	-14	2	1	0	1.0	-43
10	COCCNC(=O)c1ccc2c(c1)nc(C)n2-c1cccc(Cl)c1	9	-2	-12	0	-20	0	-13	2	0.4	0
11	CC(C)CCN1CCC(N)=NC1=O	-4	-1	-27	-3	-3	11	3	0	-0.5	3
12	O=C(c1cc2cc(C(F)(F)F)ccc2s1)N1CCOCC1	-5	-1	6	-1	-6	0	-1	1	1.7	1
13	O=C(NC1CCCCC1)C(c1ccncc1)N(Cc1ccc2c(c1)OCO2)C(=O)c1cnsn1 (configuration not stated)	9	-4	8	-30	-15	0	-2	2	-1.3	30
14	COc1ccc(NC(=O)Cc2coc3ccc4ccccc4c23)cc1S(=O)(=O)N1CCOCC1	-4	-3	13	33	-6	-1	-7	-6	-2.6	-33
15	COc1ccc(CSCC(=O)Nc2ccccc2SC)cc1	2	-3	7	7	-1	-4	-9	-9	2.4	-7
16	CN(CCc1ccccn1)C(=O)c1ccc(OC2CCN(Cc3ccccn3)CC2)cc1	-8	4	49	-16	8	35	-16	0	-0.6	16
17	CCCCOc1ccc(-c2ncc([N+](=O)[O-])cn2)cc1	8	-2	8	-6	-11	1	-10	-1	-0.1	6
18	O=C(CCCCl)OCc1cn(-c2ccc(Cl)cc2)nn1	x	3	3	-5	1	-1	x	x	0.0	5
19	Cc1cc(C)nc(NS(=O)(=O)c2ccc(NC(=O)C3(c4ccccc4)CCCC3)cc2)n1	2	-4	35	-10	6	-1	2	0	-1.1	10
20	COc1cccc(N2CC(C(=O)Oc3ccc4ccccc4c3)CC2=O)c1 (configuration not stated)	5	-9	13	-22	4	-3	-5	-6	-2.6	22

# Compound profiles, as listed above.
# COc1ccc(NC(=O)Cc2coc3ccc4ccccc4c23)cc1S(=O)(=O)N1CCOCC1 reads PKA-R2B activ: -4; Keap1-Nrf2 PPI: -3; Arr AP2 block: 13; SR-BI DiI inh: 33; PvdQ inh: -6; NSD2 HMT inh: -1; Cardiac RTF inh: -7; DAGLB inh: -6; LANA DNA inh: -2.6; SR-BI DiI-HDL act: -33
# O=C(c1cc2cc(C(F)(F)F)ccc2s1)N1CCOCC1 reads PKA-R2B activ: -5; Keap1-Nrf2 PPI: -1; Arr AP2 block: 6; SR-BI DiI inh: -1; PvdQ inh: -6; NSD2 HMT inh: 0; Cardiac RTF inh: -1; DAGLB inh: 1; LANA DNA inh: 1.7; SR-BI DiI-HDL act: 1

# (cont.)
cpd	molecule	PKA-R2B activ	Keap1-Nrf2 PPI	Arr AP2 block	SR-BI DiI inh	PvdQ inh	NSD2 HMT inh	Cardiac RTF inh	DAGLB inh	LANA DNA inh	SR-BI DiI-HDL act
21	COc1ccc(N=Nc2c(N)n[nH]c2N)cc1	5	1	-3	7	-8	15	1	3	1.8	-7
22	Cc1cc(C(F)F)n2nc(C(=O)Nc3cccnc3Cl)nc2n1	3	0	3	1	-16	2	-18	-5	0.3	-1
23	COc1ccccc1CNC(=O)COC(=O)[C@H](Cc1c[nH]c2ccccc12)NC(=O)c1cccs1	-9	-6	7	-17	-2	0	-4	2	1.2	17
24	O=C1CC(N2CCC(c3nc4ccccc4[nH]3)CC2)C(=O)N1c1ccccc1F (configuration not stated)	3	1	1	-2	12	-2	0	-1	0.3	2
25	CCCNC(=O)COc1coc(CN2CCN(c3ccccc3F)CC2)cc1=O	-7	-2	-4	-15	1	0	6	2	-0.4	15
26	CC(=O)C(Cc1ccc(Cl)nc1)Cc1ccc(Cl)nc1	-1	0	-5	-23	-7	-8	4	-1	-1.9	23
27	Cc1cccc(-n2c(SC(C)C(=O)O)nc3sc4c(c3c2=O)CCCC4)c1 (configuration not stated)	0	-3	1	0	-15	-2	-6	3	-1.7	0
28	COc1ccc(Nc2nnc(SCc3cc(=O)n4ccsc4n3)s2)cc1	-6	-2	5	-17	-11	4	-5	2	0.8	17
29	CCCCCC(=O)Nc1ccc(C(=O)N/N=C/c2ccc([N+](=O)[O-])cc2)cc1	9	-1	4	93*	2	-3	0	1	-2.4	-93
30	CC(/C=C/c1ccco1)=N/NC(=O)CNc1ccccc1C	-3	0	15	-8	7	-3	11	-1	-0.2	8
31	CC(=O)c1cccc(OCc2cc(C(=O)NC(C)Cc3cccnc3)no2)c1 (configuration not stated)	-5	1	19	0	9	-3	7	-1	0.1	0
32	O=C(C1c2ccccc2C(=O)N2CCc3ccccc3C12)N1CCN(Cc2ccccc2)CC1 (configuration not stated)	5	4	32	2	6	7	-2	-2	9.0	-2
33	COc1cccc(OCc2nnc(SC)n2C)c1	12	4	-11	6	6	-7	-2	0	0.6	-6
34	CCS(=O)(=O)N1Cc2ccccc2CC1C(=O)Nc1nc2ccc(C)cc2s1 (configuration not stated)	-9	-7	-2	10	-9	5	8	1	0.6	-10
35	Cc1ccc(NC(=O)NCCN2CCCCC2)cc1	-2	-5	-18	-10	-17	0	-10	1	0.8	10
36	Cc1cccc(C)c1NC(=S)N1CCC(c2ccccc2)C1 (configuration not stated)	1	0	17	x	-13	0	-4	1	-1.2	x
37	O=C(Nc1ccccc1)N(CCCN1CCOCC1)Cc1cc2cc3c(cc2[nH]c1=O)OCCO3	-5	-4	3	-3	-6	2	11	-4	1.4	3
38	CCc1nc2ccccc2c(C(=O)OCC(=O)N(CCOC)c2c(N)n(Cc3ccccc3)c(=O)[nH]c2=O)c1C	7	-8	3	60	-6	0	-2	3	1.0	-60
39	O=C(NCCc1ccccc1)C(c1ccc(F)cc1)N(C(=O)c1csnn1)C1CC1 (configuration not stated)	8	-3	-12	-10	-7	0	-8	4	0.1	10
40	CN(Cc1nc2ccccc2c(=O)[nH]1)C(=O)c1cccc(NC(=O)c2cccs2)c1	-3	-1	7	30	-6	-4	9	-2	1.0	-30
41	O=C(CCSc1ccccc1Cl)Nc1cccc([N+](=O)[O-])c1	-8	5	7	-23	-8	31	2	-3	1.4	23
42	Cc1ccc(S(=O)(=O)c2c(N)n(CCCN(C)C)c3nc4ccccc4nc23)cc1	-9	-2	12	-31	-6	-7	0	0	-0.6	31
43	COc1cccc(/C=N/NC(=O)c2cc3cc([N+](=O)[O-])ccc3s2)c1O	2	-2	12	126*	-6	3	-1	5	0.6	-126
44	COc1ccc(CNC(=O)CS(=O)Cc2nc(-c3ccccc3C)oc2C)cc1 (configuration not stated)	-1	-1	11	17	4	x	-7	2	0.9	-17
45	COc1ccc(-n2nnnc2SCC(=O)N2CCOCC2)cc1	-9	6	14	29	-6	x	-9	2	-0.8	-29
46	CC(C)C[C@H](NC(=O)Nc1ccc(Oc2ccccc2)cc1)C(=O)O	2	-1	3	-40	-17	-2	-9	0	-1.4	40
47	COCCNC(=O)C(C)N(c1ccc(Oc2ccccc2)cc1)S(C)(=O)=O (configuration not stated)	-15	-1	6	-17	3	-5	-6	2	-3.6	17
48	CCN(CC)C(=O)c1ccc(COc2ccccc2Cl)cc1	-13	1	2	19	1	0	0	0	-0.1	-19
49	Cn1c(CCc2nc3ccccc3[nH]2)n[nH]c1=S	-5	0	29	-2	10	-2	4	-2	-1.0	2
50	CC1CCCC/C1=N/Nc1ccc([N+](=O)[O-])cc1[N+](=O)[O-] (configuration not stated)	-12	-4	10	-4	9	16	-22	-3	-0.4	4
51	CC(C)[C@H](NC(=O)c1ccccc1Cl)C(=O)OCC(=O)NC(=O)NCc1ccco1	4	1	36	7	7	-1	-5	0	0.1	-7
52	COc1ccc(NC(=O)c2sc(N)nc2-c2ccccc2)cc1	4	-8	0	8	10	14	-7	-2	-3.5	-8
53	O=C(CSc1ccc2nnc(-c3cccnc3)n2n1)Nc1cccc(F)c1	-11	4	-21	-4	-14	1	5	-1	-0.8	4
54	Oc1ccccc1CNCC12CC3CC(CC(C3)C1)C2	-10	-3	12	-59	10	-2	-7	-5	0.8	59
55	Cc1ccc(N/C=C/C(=O)c2cccs2)cc1C	x	2	-5	10	-9	-13	x	x	-1.7	-10
56	CC1CCC(NS(=O)(=O)c2ccc(Cl)nc2)CC1 (configuration not stated)	-17	-3	-8	22	7	-2	3	-1	-0.6	-22
57	Cc1cccc(C)c1N1C(=O)CCC(C)(C)C1=O	-3	1	-11	-3	-16	1	-5	-1	-1.8	3
58	COc1ccc2cnnc(SCC(=O)Nc3ccc(C(=O)O)cc3)c2c1OC	-11	2	15	-14	-7	2	-3	2	0.2	14
59	O=c1c2c3nc4ccccc4nc3n(/N=C/c3ccccn3)c2ncn1-c1ccccc1	-9	-3	37	-15	27	-1	3	-2	0.7	15
60	O=C(NC(=O)c1ccccc1)OCCN1C(=O)c2ccccc2C1=O	-5	3	-3	-21	-5	-2	-7	-1	1.3	21
61	COc1ccc(-c2cc(=O)oc3cc4occ(C)c4cc23)cc1	7	-3	3	56	-17	1	-5	-7	-2.7	-56
62	COC(=O)c1ccc(COC(=O)c2ccc(CO)cc2)o1	-4	0	1	1	-6	1	-4	1	1.2	-1
63	O=C(/C=C/c1ccccc1)NC(=S)NNC(=O)Cc1cccs1	2	-2	-7	6	-10	-1	-13	5	0.3	-6
64	CCOC(=O)C1=C(C)N=c2s/c(=C\c3cccn3C)c(=O)n2C1c1cccc(OC)c1OC (configuration not stated)	-5	-2	3	x	-11	-3	1	-5	17	x
65	CN(CCOc1ccc(Cl)cc1)C(=O)CN1C(=O)NC2(CCCCC2)C1=O	2	-4	-22	-6	-10	-17	-17	3	0.0	6
66	CCN1CCN(CC(=O)Nc2ccc(S(=O)(=O)N3C(C)CCCC3C)cc2)CC1 (configuration not stated)	0	3	-3	x	-6	8	3	0	0.9	x
